Bioassay records deposited in PubChem BioAssay by several laboratories.
ADAM10 inh = human ADAM10 inhibitors, primary screen, biochemical, QFRET, HTS; 370,000 compounds, 0.62% hits; recombinant ADAM10, EDANS/DABCYL FRET peptide cleavage, 3 h; inhibition, % at 7 µM; Disintegrin and metalloproteinase domain-containing protein 10 (Homo sapiens), O14672;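 active means inhibition above a per-campaign cutoff equal to the mean of compounds falling between control-based bounds plus 3 SD, cut at about 20% in these data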;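 further: 0% = DMSO wells while the 100% control is not disclosed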
DAX1 inh-1 = DAX1 (NR0B1) inhibitors, primary screen, cell-based, HEK293, Gal4-DAX1, luciferase luminescence; Nuclear receptor subfamily 0 group B member 1 (Homo sapiens), P51843; HEK293 Gal4-DAX1 luciferase reporter; inhibition, % at 6.75 µM; 340,000 compounds, 0.99% hits; AID 504766, 2011;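 active means inhibition above the mean over all tested compounds plus 3 SD, cut at about 4.2% in these data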;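 further: 0% = DAX1-transfected cells with DMSO and 100% = empty-vector control cells with DMSO; inhibition shows as a rise in luminescence from relieved DAX1 repression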
Target sequence (P51843 207-470 limits assumed): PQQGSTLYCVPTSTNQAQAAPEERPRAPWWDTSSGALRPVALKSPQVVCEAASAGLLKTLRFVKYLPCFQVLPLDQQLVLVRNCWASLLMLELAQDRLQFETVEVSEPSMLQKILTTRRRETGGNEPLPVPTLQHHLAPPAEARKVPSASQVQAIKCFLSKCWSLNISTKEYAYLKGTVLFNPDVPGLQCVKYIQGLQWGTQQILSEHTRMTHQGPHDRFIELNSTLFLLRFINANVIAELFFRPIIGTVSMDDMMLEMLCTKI
GC-B act = human GC-B receptor activators, primary screen, HEK293 GC-B cells, cGMP TR-FRET, EC30 CNP; 0% at EC30 CNP, 100% saturating CNP; AID 1920062, 2024; activation, % at 10 µM; 370,000 compounds, 0.11% hits; Atrial natriuretic peptide receptor 2 (Homo sapiens), P20594;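 active means activation at 10 µM reaching about 35% in either raw or pattern-adjusted values, limit read from the data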
SMARCA2 activ = SMARCA2 (BRM) function activators, primary screen, cell-based, luminescence, high throughput; MG213 cells, MMTV-luciferase reporter, dexamethasone, overnight; activation, % at 9.1 µM; 370,000 compounds, 1% hits; AID 652017, 2013; in the data active means activation above about 7.8%;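 further: 0% = vehicle wells and 100% = reference activator wells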
hcDAF12 agonist = H. contortus DAF-12 nuclear receptor activators, primary screen, cell-based, luminescence, HEK293, lit1-tk-luc reporter; HEK293 hcDAF-12 lit1-tk-luc reporter; 0% DMSO, 100% Δ7-dafachronic acid; activation, % at 6.8 µM; 370,000 compounds, 1.4% hits; AID 652067, 2013;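 active means activation above the mean of all tested compounds plus 3 SD, cut at about 5.5% in these data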;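 further: 100% = response to 3 µM Δ7-dafachronic acid high control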
sPLA2-III inh = human group III sPLA2 inhibitors, primary screen, biochemical, QFRET, BODIPY PC-A2 liposome substrate; Group 3 secretory phospholipase A2 (Homo sapiens), Q9NZ20; QFRET BODIPY PC-A2 liposome hydrolysis, fluorescence; inhibition, % at 12.2 µM; 370,000 compounds, 0.56% hits; AID 743126, 2013;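 active means inhibition above mean plus 3 SD of compounds lying within the high and low control bounds, cut at about 19% in these data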;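 further: 0% = median of test compound wells and 100% = no enzyme DMSO wells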
Target sequence (Q9NZ20 whole entry, looked up): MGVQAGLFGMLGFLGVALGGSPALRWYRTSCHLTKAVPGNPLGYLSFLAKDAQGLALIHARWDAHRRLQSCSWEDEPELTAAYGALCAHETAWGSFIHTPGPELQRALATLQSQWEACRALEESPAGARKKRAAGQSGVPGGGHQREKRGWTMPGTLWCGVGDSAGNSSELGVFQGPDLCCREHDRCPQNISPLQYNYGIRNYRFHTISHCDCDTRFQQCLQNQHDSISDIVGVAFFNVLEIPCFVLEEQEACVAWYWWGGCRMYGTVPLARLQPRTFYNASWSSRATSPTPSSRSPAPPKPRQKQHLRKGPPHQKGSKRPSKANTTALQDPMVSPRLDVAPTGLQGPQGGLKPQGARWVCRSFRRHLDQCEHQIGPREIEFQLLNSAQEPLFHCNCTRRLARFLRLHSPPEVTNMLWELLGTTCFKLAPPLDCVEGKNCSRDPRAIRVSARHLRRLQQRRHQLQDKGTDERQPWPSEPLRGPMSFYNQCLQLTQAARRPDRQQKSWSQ
GAA850 FXN act = FXN promoter activators, primary screen, cell-based, luciferase luminescence, HEK293 lucGAA850 | AID 540364, 2011 | 360,000 compounds, 0.56% hits | HEK293 lucGAA850 FXN promoter luciferase reporter, 24 h; percent of 10 µM SAHA response | activation, % at 6 µM;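 active means activation above the average of all compounds screened plus 3 SD, cutoff fixed separately per campaign, cut at about 7.5% in these data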;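 further: 0% = DMSO wells and 100% = 10 µM SAHA wells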
ssDAF-12 act = S. stercoralis DAF-12 nuclear receptor activators, primary screen, cell-based, luminescence, HEK293, GRIP1 co-expression, lit1-tk-luc. Nuclear hormone receptor DAF-12 (Strongyloides stercoralis). HEK293 ssDAF-12/GRIP1 lit1-tk-luc reporter; % of 3 µM dafachronic acid response. activation, % at 6.8 µM. 370,000 compounds, 1% hits. AID 652126, 2013;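 active means activation above the mean over all tested compounds plus 3 SD, cut at about 0.9% in these data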;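 further: 0% = DMSO-only wells and 100% = 3 µM delta7-dafachronic acid wells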
GC-A act = GC-A stimulated cGMP production enhancers – HEK293 GC-A cells, cGMP TR-FRET, EC30 ANP, primary screen; Atrial natriuretic peptide receptor 1 (Homo sapiens), P16066; 0% at EC30 ANP, 100% saturating ANP; activation, % at 10 µM; 370,000 compounds, 0.14% hits; AID 1671463, 2021; in the data active means activation above about 40%
hgDAF12 agonist = H. glycines DAF-12 receptor agonists, primary screen, cell-based, luminescence, HEK293, GAL4 fusion, UAS-luciferase; HEK293 GAL4-hgDAF12 UAS-luciferase reporter, agonist luminescence; normalized to butyrate control; Nuclear hormone receptor DAF-12 (Heterodera glycines), GAL4 fusion; activation, % at 6.8 µM; 370,000 compounds, 1.8% hits; AID 687014, 2013;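 active means activation above a cutoff set at the mean of all screened compounds plus 3 SD, cut at about 10% in these data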;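 further: 0% = DMSO wells and 100% = sodium butyrate wells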
DAX1 inh-2 = DAX1 (NR0B1) inhibitors on StAR promoter, primary screen, cell-based, luminescence, SF-1 (NR5A1), full-length DAX-1; 370,000 compounds, 1.1% hits; inhibition, % at 6.8 µM; HEK293T StAR-luciferase reporter, SF-1/DAX-1 repression relief; AID 652010, 2013;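 active means inhibition above the mean over all tested compounds plus 3 SD, cut at about 3.6% in these data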;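 further: 0% = DAX-1 cells with DMSO and 100% = cells lacking DAX-1 with DMSO; higher inhibition means more luminescence from relief of DAX-1 repression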
* = called active by the depositor; x = not tested or not shown.

Results follow in this order: GC-B act | DAX1 inh-2 | SMARCA2 activ | DAX1 inh-1 | GC-A act | hcDAF12 agonist | hgDAF12 agonist | sPLA2-III inh | ssDAF-12 act | GAA850 FXN act | ADAM10 inh
[1] CCN1C(=O)C2C(c3ccc(O)c(OC)c3)NC(C)(C(=O)OC)C2C1=O (centres undefined)
  -4 | -0.5 | -3 | -0.9 | -2 | -2.1 | -1.2 | 3 | -1.0 | -0.7 | -7
[2] COc1cc(C(=O)OCC(=O)Nc2cc(C)on2)cc(OC)c1OC
  7 | -0.3 | 0 | 0.3 | -6 | -0.8 | -0.5 | -4 | -1.6 | 1.9 | -3
[3] OC(c1ccc(F)c(F)c1)c1nc(-c2ccc3ccccc3c2)cs1 (centres undefined)
  1 | 1.8 | 4 | x | -2 | 0.6 | 9.2 | -14 | -0.6 | 4.0 | 18
[4] CCOc1ccc(-c2nnc(-c3ccco3)o2)cc1OCC
  -7 | 1.1 | 1 | 7.7* | 1 | -0.7 | 7.4 | 3 | -0.9 | 4.7 | -457
[5] CC(C)N(CCNC(=O)c1cn(C)c2ccc(S(=O)(=O)N(C)C)cc2c1=O)Cc1ccccc1
  2 | -0.5 | -1 | 0.1 | 0 | -1.2 | -0.5 | 5 | -1.2 | 1.6 | -5
[6] Cc1ccc(NC(=O)c2ccc(CSc3ccccn3)cc2)c(O)c1
  6 | 0.1 | -1 | -0.9 | 6 | -0.8 | -0.4 | -49 | -1.3 | -0.2 | -3
[7] COc1ccc(C(C(=O)NC(C)(C)C)N(CCO)C(=O)CCC(=O)Nc2cc(C)on2)cc1 (centres undefined)
  3 | -0.3 | -1 | 0.2 | -1 | -2.5 | -0.3 | 1 | -1.1 | 2.9 | 0
[8] Cc1ccc(S(=O)(=O)NCc2ccc3[nH]c(C)cc3c2)cc1
  -6 | 0.5 | 5 | 0.7 | 4 | -1.2 | -2.7 | -1 | -1.4 | -1.3 | -2
[9] COc1cc(C(CC(=O)Nc2ccc(C)cn2)N2Cc3ccccc3C2=O)cc(OC)c1OC (centres undefined)
  -5 | -0.3 | -2 | -0.1 | 1 | 2.0 | 0.3 | 10 | -1.0 | 0.4 | 4
[10] Cn1c(OCc2cccnc2)nc2c1c(=O)n(Cc1ccc(Cl)cc1)c(=O)n2C
  -3 | 0.2 | 2 | -1.4 | -10 | -1.7 | 0.2 | -3 | -1.2 | -3.3 | 10
[11] COc1cc(OC)cc(-c2nnc(SCC(=O)Nc3ccc(C(=O)O)cc3)s2)c1
  7 | 0.0 | -3 | 0.7 | -5 | -0.9 | 2.0 | 0 | -0.5 | -0.8 | -9
[12] COc1ccc(-c2nc3ccccn3c2NCc2ccc3c(c2)OCO3)cc1
  -3 | -0.4 | 3 | 0.1 | 4 | 0.9 | 3.2 | 6 | -0.9 | 2.8 | -346
[13] CCCCCN(C(=O)CCC(=O)OCC(=O)N(CC)c1ccccc1)c1c(N)n(CCCC)c(=O)[nH]c1=O
  -2 | -0.5 | -2 | 0.9 | 1 | -1.0 | -2.4 | 11 | -1.4 | -0.6 | -17
[14] CC1(c2ccc([N+](=O)[O-])c(CS(=O)(=O)c3ccccc3)c2)OCCO1
  3 | 0.1 | 3 | x | -2 | -1.6 | 0.4 | 0 | -0.5 | 2.5 | -2
[15] COc1cc(O)c(C(CC(=O)N2CCN(c3ccccc3)CC2)c2ccc3c(c2)OCO3)c(OC)c1 (centres undefined)
  3 | -0.2 | 0 | -0.6 | 1 | -1.7 | -2.6 | -5 | -1.3 | -2.7 | 11
[16] Cc1c(N2C(=O)c3ccccc3C2=O)c(=O)n(-c2ccccc2)n1C
  -3 | 0.2 | 2 | 0.7 | -5 | 0.4 | 2.2 | 4 | -0.5 | -0.9 | 4
[17] CCOc1ccc(S(=O)(=O)N(C)CC(=O)NC2CCCC2)cc1
  -3 | -1.9 | -6 | -0.5 | 0 | -2.6 | -2.4 | 2 | -1.6 | -0.4 | -9
[18] N#CCCN1CCN(S(=O)(=O)c2ccc(S(=O)(=O)NC3CCCC3)cc2)CC1
  2 | -0.3 | 2 | 0.5 | 4 | 0.2 | 4.1 | -4 | -2.1 | -1.0 | -11
[19] O=C(Cc1ccccc1)Nc1ccccc1C(=O)NCC1CCCO1 (centres undefined)
  -1 | -0.3 | -2 | 0.7 | -1 | -2.4 | -2.0 | 4 | -1.2 | 1.1 | -9
[20] COc1ccccc1N1CCN(CCCCOc2c(OC)cccc2OC)CC1
  -4 | -0.6 | -3 | -0.3 | -7 | -1.3 | 0.0 | 0 | -1.2 | -1.8 | -6
[21] O=C(O)c1cc(-c2ccc(Cl)s2)[nH]n1
  4 | -0.6 | -4 | 0.4 | -5 | 1.1 | 7.1 | 3 | 0.1 | 0.4 | -2
[22] O=C(N/N=C/c1ccc2c(c1)OCO2)c1ccc2c(c1)OCCO2
  -2 | 1.0 | 10* | 1.4 | 2 | 1.1 | 13* | -1 | -1.0 | 1.3 | -8
[23] CN(C)C(=O)c1ccc(NC(=O)c2cccnc2)cc1
  3 | -0.7 | 1 | -0.7 | 2 | -1.2 | 1.7 | 1 | -1.2 | 1.2 | -3
[24] O=C(N/N=C/c1cc(Br)cc(Br)c1O)c1cccc(S(=O)(=O)N2CCOCC2)c1
  -9 | 0.4 | -2 | 1.4 | -11 | 1.1 | -1.5 | 13 | -1.7 | 1.8 | -5
[25] COC(=O)c1cc(S(=O)(=O)N2CCN(c3ccc([N+](=O)[O-])cc3)CC2)c[nH]1
  -15 | -5.7 | 0 | -1.3 | -16 | 1.5 | -1.0 | -14 | -1.1 | -0.6 | 9
[26] Nc1c(Cl)ncnc1NCC(O)CO (centres undefined)
  6 | -0.3 | 0 | 1.1 | 0 | 2.8 | 0.4 | 1 | -1.4 | 0.4 | 0
[27] Cc1ccc(C)c(/C(O)=C2/C(=O)C(=O)N(CCN3CCOCC3)C2c2ccco2)c1 (centres undefined)
  7 | 1.2 | 3 | 2.4 | -4 | -0.6 | 4.0 | -1 | -1.1 | -0.4 | -4
[28] COC(=O)C(Cc1c[nH]c2ccccc12)NC(=O)c1ccc2nc[nH]c2c1 (centres undefined)
  -3 | 8.7* | 2 | 4.5* | 3 | 8.3* | 14* | -53 | 2.1* | 6.2 | -2
[29] COc1ccc(C(O)c2nc(-c3cccc(C(=O)O)c3)cs2)cc1 (centres undefined)
  0 | 2.4 | 1 | x | 0 | -0.4 | 2.0 | 5 | -1.1 | 0.8 | -9
[30] CN(Cc1ccccc1)N=Nc1nc[nH]c1C(N)=O
  -10 | -0.5 | 0 | x | 1 | 1.1 | -0.5 | -3 | -1.3 | x | -1
[31] CC(OC(=O)CCN1C(=O)C2CC=CCC2C1=O)C(=O)Nc1cccc(Cl)c1 (centres undefined)
  -4 | 1.9 | -3 | 0.5 | 3 | 1.2 | -0.5 | 10 | -0.8 | 0.9 | -3
[32] CCOC(=O)N1CCN(c2c(NCCCN3CCCCCC3)c(=O)c2=O)CC1
  3 | -0.6 | 0 | 0.6 | 0 | -0.8 | -0.5 | 7 | -1.6 | 1.3 | -5
[33] COc1cc(C=Nn2c(-c3ccc(F)cc3)n[nH]c2=S)ccc1OCc1ccccc1
  -7 | 0.9 | -2 | x | -7 | -1.1 | -2.4 | 4 | -1.9 | x | -1
[34] CCOc1ncccc1C(=O)Nc1cc(S(=O)(=O)N2CCCCC2)ccc1C
  2 | -0.6 | -3 | 1.8 | -6 | 1.5 | 0.3 | -3 | -0.8 | -1.2 | -8
[35] CCCOc1ccc(C(C)=O)cc1CC(C(N)=O)C(N)=O
  1 | 0.0 | 2 | -1.0 | 1 | -2.3 | -0.2 | -7 | -0.8 | -0.1 | 1
[36] Cc1ccc(C(=O)NC(Cc2ccccc2C(F)(F)F)C(=O)O)cc1 (centres undefined)
  6 | -0.3 | -3 | -0.5 | 3 | 0.9 | -2.9 | -7 | -0.7 | -0.4 | -8
[37] N/C(=N\OC(=O)COc1ccccc1)c1ccncc1
  -1 | 0.0 | 1 | 5.3* | -5 | -1.2 | 4.4 | 1 | -0.7 | 2.5 | -6
[38] Cc1ccc(OCC(=O)Nc2cc(Cl)ccc2-n2cncn2)c(C)c1
  -4 | 0.7 | 1 | 0.7 | -3 | 4.6 | 5.5 | -1 | -0.4 | 0.8 | -10
[39] CCOC(=O)[C@@]12CCCC=C1N(CCc1ccc(Cl)cc1)C(=O)[C@H]2CC(=O)N1CCCCC1
  -5 | -2.9 | -3 | x | 0 | -3.5 | -6.0 | -3 | -1.5 | x | 1
[40] c1ccc(Nc2nc(NCCN3CCOCC3)nc(Nc3ccccc3)n2)cc1
  -3 | -0.4 | -3 | -1.1 | 2 | -0.5 | -2.9 | -2 | -1.4 | 0.4 | -7
[41] C#CCSc1nnc(-c2c[nH]c3ccccc23)n1C
  -1 | 0.4 | -1 | 1.7 | -2 | 3.0 | 0.7 | 2 | 0.0 | -0.8 | -5
[42] CCOC(=O)C1=C(COC(=O)c2ccccc2OC(F)F)NC(=O)NC1C (centres undefined)
  11 | 0.6 | -2 | -1.5 | 7 | -2.1 | 0.0 | 0 | -1.4 | 0.8 | 4
[43] COc1ccc(C(=O)OCC(=O)Nc2cc(C)on2)c(OC)c1OC
  0 | -0.3 | -1 | -0.1 | 5 | -1.7 | -1.3 | 3 | -1.9 | 3.4 | -7
[44] COc1ccc(N(CC(=O)NCCC2=CCCCC2)S(=O)(=O)c2ccccc2F)cc1
  -8 | -0.5 | -3 | 1.1 | -8 | 0.0 | -0.7 | -3 | -0.8 | 1.1 | -2
[45] N#Cc1c(N)nc2c(c1-c1ccc(F)cc1)c(=O)nc1sccn12
  -5 | -0.5 | 0 | 0.3 | 2 | 2.5 | -2.7 | -4 | -1.1 | 1.7 | -14
[46] Cc1ccc(C(C)C)c(OCC(=O)NC2CCN(C)CC2)c1
  1 | -0.5 | -1 | 0.7 | 0 | 0.2 | 0.3 | -4 | -0.9 | 1.4 | -2
